TEAD-YAP inh: TEAD-YAP interaction inhibition | HEK-TIYL cells, TEAD-Gal4/YAP UAS-luciferase luminescence | inhibition, % at 9.12 µM | hit rate 1.4% among 640,000 | AID 1259422; in the data active = inhibition above about 32%;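 note: 0% = median of test compound wells and 100% = reference inhibitor wells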
MITF primary: inhibitors of human MITF | O75030 | inhibition, % at 2.6 µM | AID 1259374 | AlphaScreen MITF homodimerization, bead proximity signal | hit rate 0.91% among 650,000; in the data active = inhibition above about 50%;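 note: 0% = vehicle wells with protein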
Target sequence (O75030 whole entry, looked up): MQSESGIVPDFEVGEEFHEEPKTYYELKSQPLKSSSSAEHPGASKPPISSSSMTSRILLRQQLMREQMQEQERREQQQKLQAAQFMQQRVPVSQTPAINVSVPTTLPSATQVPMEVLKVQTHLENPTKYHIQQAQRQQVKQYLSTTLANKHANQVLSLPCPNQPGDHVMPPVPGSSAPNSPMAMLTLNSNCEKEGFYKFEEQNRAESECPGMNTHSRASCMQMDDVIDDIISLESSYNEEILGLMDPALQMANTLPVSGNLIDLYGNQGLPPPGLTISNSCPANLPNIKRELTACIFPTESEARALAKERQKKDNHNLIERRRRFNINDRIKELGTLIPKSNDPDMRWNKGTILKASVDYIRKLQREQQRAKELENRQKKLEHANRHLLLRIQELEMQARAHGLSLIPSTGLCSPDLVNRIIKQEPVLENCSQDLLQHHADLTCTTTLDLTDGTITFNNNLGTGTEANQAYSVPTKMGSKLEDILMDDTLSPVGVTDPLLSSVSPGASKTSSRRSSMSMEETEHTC
FBW7 activator: activators of human E3 ligase FBW7; hit rate 0.13% among 650,000; normalized activity (activation), % at 26.1 µM; AlphaScreen FBW7–phospho-cyclin E peptide binding, activator screen; AID 1259310; in the data active = normalized activity above about 1.9%;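 note: purified mutant Fbw7 with reduced substrate affinity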
GPR151 activ: activators of human GPR151; activation, % at 11.2 µM; PathHunter beta-arrestin GPR151 cells, luminescence; hit rate 1% among 650,000; Q8TDV0; in the data active = activation above about 4.9%;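 note: 0% = median of compound wells and 100% = cells with positive control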
Target sequence (Q8TDV0 whole entry, looked up): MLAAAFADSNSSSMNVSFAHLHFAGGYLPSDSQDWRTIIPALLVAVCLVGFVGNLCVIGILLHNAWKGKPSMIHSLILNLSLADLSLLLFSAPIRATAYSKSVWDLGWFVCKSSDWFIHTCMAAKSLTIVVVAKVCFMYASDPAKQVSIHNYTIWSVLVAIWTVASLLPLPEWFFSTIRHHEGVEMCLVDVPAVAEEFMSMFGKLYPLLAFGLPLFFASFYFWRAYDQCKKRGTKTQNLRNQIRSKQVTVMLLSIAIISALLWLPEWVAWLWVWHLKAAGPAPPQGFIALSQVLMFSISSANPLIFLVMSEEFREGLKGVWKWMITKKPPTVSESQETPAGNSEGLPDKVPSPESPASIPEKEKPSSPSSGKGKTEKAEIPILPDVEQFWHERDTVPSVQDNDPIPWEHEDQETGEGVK
Active calls of the source: *.

SMILES	TEAD-YAP inh	MITF primary	FBW7 activator	GPR151 activ
O=C(Cn1nc(-c2cccs2)n(-c2ccncc2)c1=O)NC1CCCC1	6	8	0.1	0.1
Nc1ccccc1S(=O)(=O)NCCc1ccccc1	9	0	0.2	0.1
Cc1ccc(S(=O)(=O)N2CCc3cc([N+](=O)[O-])ccc32)cc1	-1	2	-0.2	0.6
CCOC(=O)c1cnn(-c2cc(C)cc(C)c2)c1N	-3	-9	0.0	1.2
CC1=CC(=O)C=C(C)C1=NOC(=O)c1ccccc1	-2	1	-0.1	1.1
O=C(NCc1ccc(F)cc1)c1nnn(-c2ccccc2)c1CSc1ncccn1	3	-4	-0.1	-0.2
O=c1c2cccnc2[nH]c(=S)n1CCc1ccccc1	-13	-5	0.0	0.0
CCS(=O)(=O)c1ccc2c(c1)NCC(C(=O)NN)O2 (stereo not drawn)	-3	19	-0.1	2.1
Cc1ccccc1CN1CCC2(CC1)CC2C(=O)NCc1cccnc1 (stereo not drawn)	-1	6	0.1	0.3
CC1(C)CC(=O)C(C=NCC(N)=O)=C(O)C1	3	-14	0.3	1.1
O=C(CSc1nc(-c2ccccc2)cc(=O)[nH]1)Nc1ccccc1	4	8	0.2	-1.4
Cc1[nH]c2ccccc2c1C(=O)C(=O)N1C(C)CCCC1C (stereo not drawn)	-7	-10	-0.1	1.3
Cc1ccc(NC(=O)CCN2CCN(c3ccc(Cl)cc3)CC2)cc1	7	7	-0.6	-0.2
COCCNC(=O)C(c1ccco1)N(C(=O)Cn1nnc2ccccc21)c1ccccc1 (stereo not drawn)	-1	4	-0.1	-0.1
Cc1c(C(=O)NC(=S)Nc2ccccn2)oc2ccccc12	-37	-7	0.1	-0.3
CCOC(=O)c1cc(S(=O)(=O)N(C)Cc2ccco2)cn1C	2	11	0.0	1.0
CCCCCOC(=O)C1=C(C)Nc2nnnn2C1c1cc(Br)ccc1OC (stereo not drawn)	7	0	0.1	-0.3
CCCc1nc(N)c(C#N)c(-c2ccc([N+](=O)[O-])cc2)c1CC	-15	2	-0.1	0.9
O=C(CSc1ncnc2c1oc1ccccc12)Nc1ccc(F)cc1F	0	-5	-0.1	3.2
Cc1ccc(C)n1CC(c1ccccc1)N(C)C (stereo not drawn)	-5	-6	0.0	-2.1
O=C(/C=C/c1c[nH]c2ccccc12)OCC(=O)c1ccc([N+](=O)[O-])cc1	2	17	0.0	-0.4
Cc1cc(C)cc(NC(=O)c2ccco2)c1	-3	13	0.0	-2.2
COC(=O)c1ccccc1NC(=O)NNC(=O)C(C)n1cc([N+](=O)[O-])c(OC)n1 (stereo not drawn)	6	15	1.2	-2.0
CN(Cc1cscn1)C(=O)C1CC(Cc2cccc(Cl)c2)=NO1 (stereo not drawn)	4	13	0.1	-1.4
O=C(CCc1nnc(Cc2cccc(C(F)(F)F)c2)o1)NCc1ccccc1F	-38	-6	-0.1	-1.3
(cont.)
SMILES	TEAD-YAP inh	MITF primary	FBW7 activator	GPR151 activ
CCC(O)C12CC3CC(CC(C3)C1)C2 (stereo not drawn)	1	-3	-0.1	-1.2
Cc1ccc2[nH]c(C)c(CCN=C(N)NS(=O)(=O)c3ccccc3)c2c1	4	24	0.1	-1.8
COc1cc(CN2CCC(c3nc(-c4ccnnc4)no3)CC2)cc(OC)c1	3	7	0.3	0.1
Cc1ccc(NC(=O)CSc2cn(Cc3ccc(F)cc3)c3ccccc23)c(C)c1	8	7	0.2	0.5
CCOC(=O)c1cc(S(=O)(=O)N2CCc3cc(OC)c(OC)cc3C2C)cn1C (stereo not drawn)	5	14	-0.2	-0.1
CCOC(=O)c1cnc2c(OC)cccc2c1N1CCC2(CC1)OCCO2	1	24	0.0	0.9
CCCCOc1cccc(C(=O)Nc2ccc(NC(=O)c3cc4ccccc4o3)c(OC)c2)c1	-7	-1	0.3	0.9
Cc1ccc(CN2CCN(c3ccc(C(F)(F)F)cn3)C2=O)cc1	-1	-8	0.8	-0.3
Cc1ccc(Cl)cc1N1CCN(CCCNC(=O)c2nc(-c3cccnc3)no2)CC1	7	8	0.1	0.7
COc1ccccc1NC(=O)NCc1ccc(C(=O)O)cc1	0	15	0.6	-0.3
O=C(CN1c2cccc3cccc(c23)S1(=O)=O)NCc1ccc2c(c1)OCO2	-8	-9	-0.2	0.0
O=C(CCC(=O)Nc1ccc(I)cc1)N/N=C/c1ccncc1	-8	0	-0.4	0.8
CCN(CC)c1nc2c(c(=O)n(C)c(=O)n2C)n1Cc1cccc(C)c1	-3	-3	-0.1	-0.4
CCCCSc1nnc2n(-c3ccccc3)c(=O)c3c(C)c(C)sc3n12	-2	-4	0.6	-0.1
CCc1cc(=O)oc2cc(OC(C)=O)cc(OC(C)=O)c12	11	-17	0.1	0.3
O=C(Nc1ccc(Cl)cn1)c1ccc2ccccc2n1	-16	3	0.0	0.7
CC(NC(=O)C(CC(=O)OCc1ccccc1)NC(=O)OC(C)(C)C)C(N)=O (stereo not drawn)	4	4	0.0	-0.1
Cc1[nH]c2ccccc2c1/C=N/NC(=O)c1nonc1N	5	10	1.2	-0.2
COc1ccc2cc(-c3nc4ccccc4[nH]3)c(=Nc3ccc(F)cc3)oc2c1	76*	-5	0.7	-6.5
COc1ccccc1NC(=O)C(=O)NCC1CCCCC1	-14	-9	0.2	0.4
O=C(O)c1cc(Br)ccc1NC(=O)C1CCCCC1	2	3	0.0	-1.0
CCOC(=O)NC(Nc1ccc(S(=O)(=O)Nc2ncccn2)cc1)(C(=O)OCC)C(F)(F)F (stereo not drawn)	3	-1	-0.1	0.2
COc1ccc(NS(=O)(=O)c2cccc3nonc23)cc1	6	1	-0.1	-0.3
COc1cc(CNc2ccc3ncc(-c4cccc(C(N)=O)c4)n3n2)cc(OC)c1OC	-14	1	-0.2	0.4
Cc1ccc(-n2c(SCC(N)=O)nc3c(sc4ccccc43)c2=O)cc1	-4	5	0.0	-0.9
Further entries.
SMILES	TEAD-YAP inh	MITF primary	FBW7 activator	GPR151 activ
CCCn1cc(S(=O)(=O)c2ccc(OCC)cc2)c(=O)c2ccccc21	-11	11	0.1	0.3
CCOC(=O)C1CCC(CN(Cc2ccccc2Cl)S(=O)(=O)c2ccc(Br)cc2)CC1 (stereo not drawn)	-5	0	0.0	1.4
CCCCCCCn1c(SCC(C)O)nc2c1c(=O)[nH]c(=O)n2C (stereo not drawn)	-7	3	-0.1	0.1
CSc1ccc(CN2CCN(S(=O)(=O)c3ccc(F)cc3)CC2)cc1	5	45	0.7	-1.7
CCCCCn1c(SCc2cc(F)ccc2F)nc2cc(C(=O)N3CCC(C(N)=O)CC3)ccc2c1=O	6	12	0.3	1.5
O=C(Nc1ccc(Oc2ccc(Cl)cc2)cc1)C1C2CC3OC(=O)C1C3C2 (stereo not drawn)	-5	0	0.3	1.6
CCOc1ccc(C(=O)NCCn2c(C)cc3ccccc32)cc1OCC	4	20	0.0	0.3
Cc1cccc(C)c1OCC(O)CN1CCN(C(=O)c2ccccc2)CC1 (stereo not drawn)	6	-6	-0.1	-1.3
C=CCc1cc(/C=C2/NC(=O)N(CC(=O)Nc3cccc(C)c3)C2=O)cc(OC)c1O	2	-9	0.0	2.4
COc1ccc2cc(C#N)c(SCC(=O)Nc3cccc(C(C)=O)c3)nc2c1	7	19	0.3	-0.5
Cc1ccc(CNS(=O)(=O)c2cc3[nH]c(=O)c(=O)[nH]c3cc2C)cc1	-2	5	0.0	1.5
CCCc1cc(=O)n2[nH]c(NCc3cccc([N+](=O)[O-])c3)nc2n1	-14	-6	-0.1	-1.6
CCc1nnc(NC(=O)c2cccc3c(Br)cccc23)s1	-1	-12	0.6	3.9
O=C1C2C3C=CC(C3)C2C(=O)N1CN1CCCCC1 (stereo not drawn)	22	2	0.0	2.5
Cc1ccc(NC(=O)c2cc3c(=O)n4cccc(C)c4nc3n2C)cc1C	-11	-23	-0.1	-0.2
COc1ccccc1NC(=O)c1c(NC(=O)Cc2ccccc2)sc2c1CCC2	-1	-12	0.1	-0.1
Cc1nc2c(-c3ccccc3)c(C)nn2c(C)c1CC(=O)NCc1ccccc1	-3	8	-0.2	3.1
Cn1c(CNc2nc(-c3ccccc3)cs2)nnc1SCC(=O)N1CCCCC1	-1	-9	0.4	-0.6
CC1(C)Cc2ccccc2/C(=C/C2=NC3(CCCCC3)Cc3ccccc32)N1	4	-3	0.1	1.8
CCOC(=O)C1=C(CSc2nc3c(cc2C#N)CCC3)OC(N)=C(C#N)C1c1ccc(SC)cc1 (stereo not drawn)	1	11	0.2	0.0
O=C(NNc1nc(Nc2ccccc2)nc(Nc2ccccc2)n1)Nc1ccc(Cl)cc1	-8	7	0.0	1.8
CCCCc1ccc(Nc2ncnc3c2cnn3-c2ccc(Cl)cc2)cc1	-6	1	-0.1	1.5
COc1ccc(/C=N/NC(=O)CCc2ccccc2)cc1O	-3	-26	0.0	0.8
O=C(NC1CCCc2ccccc21)C12CC3CC(CC(O)(C3)C1)C2 (stereo not drawn)	0	-1	0.0	1.2
COc1ccc(OCC2c3cc(OC)c(OC)cc3CCN2C(=O)Cc2ccc(F)cc2)cc1 (stereo not drawn)	-9	12	0.1	0.5

Exported bar-delimited: entries from further up
canonical_smiles | TEAD-YAP inh | MITF primary | FBW7 activator | GPR151 activ
Cc1ccc(CNS(=O)(=O)c2cc3[nH]c(=O)c(=O)[nH]c3cc2C)cc1 | -2 | 5 | 0.0 | 1.5
CCCc1cc(=O)n2[nH]c(NCc3cccc([N+](=O)[O-])c3)nc2n1 | -14 | -6 | -0.1 | -1.6
CCc1nnc(NC(=O)c2cccc3c(Br)cccc23)s1 | -1 | -12 | 0.6 | 3.9
O=C1C2C3C=CC(C3)C2C(=O)N1CN1CCCCC1 (stereo not drawn) | 22 | 2 | 0.0 | 2.5
Cc1ccc(NC(=O)c2cc3c(=O)n4cccc(C)c4nc3n2C)cc1C | -11 | -23 | -0.1 | -0.2
COc1ccccc1NC(=O)c1c(NC(=O)Cc2ccccc2)sc2c1CCC2 | -1 | -12 | 0.1 | -0.1
Cc1nc2c(-c3ccccc3)c(C)nn2c(C)c1CC(=O)NCc1ccccc1 | -3 | 8 | -0.2 | 3.1
Cn1c(CNc2nc(-c3ccccc3)cs2)nnc1SCC(=O)N1CCCCC1 | -1 | -9 | 0.4 | -0.6
CC1(C)Cc2ccccc2/C(=C/C2=NC3(CCCCC3)Cc3ccccc32)N1 | 4 | -3 | 0.1 | 1.8
CCOC(=O)C1=C(CSc2nc3c(cc2C#N)CCC3)OC(N)=C(C#N)C1c1ccc(SC)cc1 (stereo not drawn) | 1 | 11 | 0.2 | 0.0
O=C(NNc1nc(Nc2ccccc2)nc(Nc2ccccc2)n1)Nc1ccc(Cl)cc1 | -8 | 7 | 0.0 | 1.8
CCCCc1ccc(Nc2ncnc3c2cnn3-c2ccc(Cl)cc2)cc1 | -6 | 1 | -0.1 | 1.5
COc1ccc(/C=N/NC(=O)CCc2ccccc2)cc1O | -3 | -26 | 0.0 | 0.8
O=C(NC1CCCc2ccccc21)C12CC3CC(CC(O)(C3)C1)C2 (stereo not drawn) | 0 | -1 | 0.0 | 1.2
COc1ccc(OCC2c3cc(OC)c(OC)cc3CCN2C(=O)Cc2ccc(F)cc2)cc1 (stereo not drawn) | -9 | 12 | 0.1 | 0.5

Going on with the list.
SMILES	TEAD-YAP inh	MITF primary	FBW7 activator	GPR151 activ
Cn1c(SCC(=O)N2CCc3ccccc32)nnc1-c1ccc(=O)n(C)c1	2	9	0.8	-0.9
c1ccc(Cn2cc(-c3cnn4c(NCc5cccs5)ccnc34)cn2)cc1	-23	-27	0.2	0.0
O=C(NCCO)c1cc2c(s1)CCC2	0	20	0.5	-0.7
CNc1nc(N/N=C/c2ccc(OC)cc2)nc(Nc2cccc(C(F)(F)F)c2)n1	-1	3	-0.2	-0.1
COc1ccc(N2CSC3=C(C#N)C(c4cccc([N+](=O)[O-])c4)CC(=O)N3C2)cc1 (stereo not drawn)	-23	9	0.0	1.1
COC(=O)c1cc(NC(=O)COc2ccccc2OC)cc(C(=O)OC)c1	-4	0	0.1	-1.9
CCN(CC)C(=O)/C(=C\c1ccc2c(c1)OCO2)NC(=O)c1ccccc1OC	-7	9	-0.1	0.1
O=C1/C(=C\c2ccccc2O)SC(=Nc2ccccc2)N1Cc1ccccc1	1	1	-0.1	-0.4
COc1ccc(/C=C/c2cc(OC)cc(=O)o2)cc1	-13	1	-0.1	-0.8
C=C(C)[C@@H]1CC[C@]2(C)CC[C@]3(C)[C@@H](CCC4[C@@]5(C)CC[C@H](O)C(C)(C)C5CC[C@]43C)C12 (stereo partly drawn)	-7	14	0.0	1.2
CCOC(=O)c1c(NC(=O)c2ccco2)sc(C(=O)Nc2cccc(Cl)c2)c1C	-6	22	0.4	-1.8
O=c1oc2ccc(Br)cc2cc1-c1nc(-c2ccc(Cl)c(Cl)c2)cs1	6	9	0.1	-0.7
O=C1CCC(=O)N1CCC1=CCCCC1	14	4	0.5	0.9
Clc1ccc(CNc2ncccn2)cc1	-6	6	0.0	0.4
NS(=O)(=O)c1ccc(CCNC(=O)COC(=O)c2ccc([N+](=O)[O-])o2)cc1	0	5	-0.1	-0.2
CCc1nc2ccccc2c(C(=O)OCC(=O)Nc2sccc2C#N)c1C	-16	-4	0.1	1.7
Cc1cc(NCc2ccco2)nc(NCCc2ccc(F)cc2)n1	11	-2	-0.1	-0.7
COc1ccccc1C(=O)Nc1ccccc1C(=O)NC1CCCCC1	3	11	0.1	-0.3
O=C(CSc1nnnn1-c1ccccc1)N1c2ccccc2SC2C=CC=CC21 (stereo not drawn)	-1	17	0.0	-1.1
CN(/N=C/c1cccnc1)c1cnc2ccccc2n1	-49	7	0.1	-0.5
O=c1/c(=C/c2cn(-c3ccccc3)nc2-c2ccc(Cl)cc2)sc2nc3ccccc3n12	-2	7	0.0	0.0
O=C(CCS(=O)(=O)Cc1cccc(Cl)c1)NCCc1ccc(Cl)cc1	0	8	-0.1	0.9
N#Cc1cc2c(=O)n3ccccc3nc2n(-c2ccccc2Cl)c1=O	3	11	0.1	-0.2
CC(=O)N(c1ccccc1)C1SC(=O)N(c2ccc(C)cc2)C1=O (stereo not drawn)	8	17	0.3	-1.0
